GLP-1R inv ag – GLP-1 receptor (human) inverse agonism; P43220; HEK293 GLP-1R CRE-luciferase, luminescence, 24 h; GLP-1R form is constitutively active; Potency, µM (highest dose often 38.3 µM), for inactives: at the highest dose activity change, negative = inhibition, usual class: inhibitors; 410,000 tested, 1.6% active; also: % is scaled to controls: 0 for no effect and ±100 for the full control effect; nearly all actives have a fitted effect of over 55% in size
Target sequence (P43220 whole entry, looked up): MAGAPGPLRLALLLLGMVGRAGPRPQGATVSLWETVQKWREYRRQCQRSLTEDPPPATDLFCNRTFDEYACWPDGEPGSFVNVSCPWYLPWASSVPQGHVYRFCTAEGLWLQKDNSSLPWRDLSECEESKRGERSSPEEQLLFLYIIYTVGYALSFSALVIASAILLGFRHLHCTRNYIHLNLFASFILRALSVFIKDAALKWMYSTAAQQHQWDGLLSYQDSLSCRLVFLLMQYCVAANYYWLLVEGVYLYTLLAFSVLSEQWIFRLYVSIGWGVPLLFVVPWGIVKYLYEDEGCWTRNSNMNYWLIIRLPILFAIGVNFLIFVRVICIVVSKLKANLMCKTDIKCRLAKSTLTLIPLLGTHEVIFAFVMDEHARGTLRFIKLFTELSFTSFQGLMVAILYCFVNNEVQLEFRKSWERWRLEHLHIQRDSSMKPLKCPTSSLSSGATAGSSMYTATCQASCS
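GLP-1R inverse agonism mode: basal reporter luminescence in engineered HEK293 cells measured after one day of compound exposure at 37 deg C, with a 12 min room-temperature detection step.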
HT1080NT lethal – kills 2HG-producing HT-1080-NT fibrosarcoma cells | HT-1080-NT fibrosarcoma viability, CellTiter-Glo ATP luminescence, 48 h | AID 686970 | Potency, µM (series often up to 46.1 µM), inactives show at the top dose activity, negative = less viability, hits mostly cytotoxic | 360,000 tested, 1.6% active;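 also: NT is the 2HG producing partner of a matched IDH1 knockdown line; 0% = DMSO-treated cells and -100% = media-only wells without cells; nearly all actives have a fitted effect of over 55% in size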
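HT-1080-NT fibrosarcoma cells (2HG-overproducing), 750 cells/well in RPMI with 5% FBS, dosed after 2 h and incubated 48 h at 37C. CellTiter-Glo luminescence normalized to DMSO and no-cell wells; concentration-response curves fitted and classed.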
KB-3-1 cytotox – KB-3-1 parental cell cytotoxicity | KB-3-1 viability, CellTiter-Glo ATP luminescence, 72 h | 400,000 tested, 1.4% active | Potency, µM (series often up to 46.1 µM), without a hit: at the top dose activity change, negative = cytotoxic, hits mostly cytotoxic | AID 1347075; also: % is scaled to controls: 0 for no effect and ±100 for the full control effect; nearly all actives have a fitted effect of over 60% in size
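72 h, 37 °C compound treatment of KB-3-1 parental cells; CellTiter-Glo added, 10 min, luminescence read. Data corrected against DMSO-only plates and normalized before curve fitting.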
TDP-43 yeast inh – inhibitors of TDP-43 toxicity in yeast; TDP-43 expressing yeast growth rescue, BacTiter-Glo, 24 h; Potency, µM (series often up to 46.1 µM), inactives show at the top dose growth rescue (activation), actives largely listed as activators; 410,000 tested, 1.8% active; AID 652104; also: % of control where 0% means no effect; nearly all actives have a fitted effect of over 50% in size
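Growth rescue of TDP-43-toxic yeast measured as ATP luminescence (BacTiter-Glo). Cells grown to mid-log in raffinose, induced in galactose at OD600=0.02, exposed to compound 24 hr at 30 deg C.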
HT1080 IDH1KD tx – toxicity to HT-1080 IDH1 knockdown cells (counter line); HT-1080 IDH1 knockdown viability, ATP luminescence, 48 h; Potency, µM (top dose mostly 46.1 µM), without a hit: at the highest dose activity, negative = toxicity, hits mostly cytotoxic; 360,000 tested, 2% active;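 also: 0% = DMSO wells and -100% = cell-free medium wells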
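% activity derives from luminescence (CellTiter-Glo), normalised to DMSO and no-cell wells. HT-1080-IDH1KD cells, 750/well, had 48 h compound exposure at 37 °C.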
SW480 rerep – induces DNA re-replication in SW480 colon adenocarcinoma cells; Potency, µM (top dose mostly 46.1 µM), for inactives: top-dose re-replication activation, most hits filed as activators; 340,000 tested, 1.8% active; SW480 DNA re-replication, Hoechst DNA content imaging, 48 h; also: % of control where 0% means no effect; nearly all actives have a fitted effect of over 55% in size
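Compounds, transferred as 23 nL by pin tool, were incubated with cells for 48 hr; DNA content per nucleus was then quantified by Hoechst staining and fluorescence plate imaging.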
GLP1R cytotox – cytotoxicity counter-screen for GLP-1 receptor inverse agonists; AID 624418; Potency, µM (top dose mostly 38.3 µM), without a hit: at the top dose activity change, negative = inhibition, usual class: inhibitors; 410,000 tested, 0.13% active; HEK293 cAMP-luciferase reporter cells, luminescence, 24 h;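 also: loss of luciferase light is scored as toxicity; % is scaled to controls: 0 for no effect and ±100 for the full control effect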
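1536-well qHTS counterscreen of the MLSMR; 200 cells/uL, 12 h pre-incubation, 23 nL cpd, 24 h at 37 deg C 5% CO2, luciferase detection reagent, 12 min RT, luminescence. Inhibition = undesired.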
KB-V1 MDR tox – KB-V1 MDR subline cytotoxicity; AID 1347076; 400,000 tested, 3.4% active; Potency, µM (titrated, usually from 46.1 µM), inactives show at the highest dose activity change, negative = cytotoxicity, usual class: cytotoxic; KB-V1 MDR cells viability, CellTiter-Glo, 72 h; also: % is scaled to controls: 0 for no effect and ±100 for the full control effect; nearly all actives have a fitted effect of over 60% in size
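Compound-treated KB-V1 multidrug-resistant cells, 72 h, 37 degrees C; viability by CellTiter-Glo. Fitted qHTS curves give the values.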
GLP-1R agonist – GLP-1 receptor (human) agonism | 380,000 tested, 0.007% active | HEK293 GLP-1R CRE-luciferase, luminescence, 4-6 h; cells express a hypersensitive GLP-1R form | P43220 | Potency, µM (top dose mostly 45.6 µM), inactives show top-dose activation, hits mostly activators; also: % of control where 0% means no effect
* hit, by the source's call; ? = inconclusive; · = no result given; & = joins results of further samples; [ ] = dose if it differs, or a comment. Calls follow the shape of the dose curve; as a rule, active = well fitted curve in the direction sought with a large enough effect; inconclusive = small, poorly fitted or top-dose-only effect, or another doubt; inactive = no such curve, though single readings can be large; an effect the other way counts as inactive or inconclusive. Potency is read from the fitted curve at half-maximal effect.

molecule	GLP1R cytotox	GLP-1R agonist	SW480 rerep	KB-V1 MDR tox	HT1080 IDH1KD tx	HT1080NT lethal	TDP-43 yeast inh	GLP-1R inv ag	KB-3-1 cytotox
COc1ccc(OC)c(NC(=O)c2ccc(Cl)cc2)c1	4%	9%	-5%	-14%	-11%	-5%	-13%	-30%	21%
Cc1onc(-c2ccccc2)c1CNS(=O)(=O)c1ccc(F)cc1F	17%	-8%	-17%	-26%	6%	5%	24%	-2%	-2%
COc1cc2c(cc1OC)C(C(=O)NCc1ccco1)C(c1cccs1)N(C)C2=O (centres undefined)	4%	-4%	-14%	?	-3%	2%	13%	0%	-4%
COc1ccc(N(CC(=O)N2CCN(C)CC2)S(=O)(=O)c2ccccc2)cc1OC	-4%	-12%	-11%	0%	19%	23%	-7%	8%	-2%
O=C(CSc1ncn[nH]1)Nc1cccc(S(=O)(=O)N2CCCCCC2)c1	-1%	9%	3%	8%	-11%	-3%	-1%	-7%	-9%
CCC1C(C#N)=C(SC)NC2=C1C(=O)CC(C)(C)C2 (centres undefined)	-7%	11%	-2%	-2%	-7%	-2%	24%	?	0%
Oc1ccc(C=NNC(=S)Nc2ccc(F)cc2)c(O)c1	-4%	11%	?	-5%	18µM*	?	8%	-25%	?
COc1cc(C2NC(=O)NC(O)(C(F)(F)F)C2C(=O)c2ccc(Cl)cc2)ccc1O (centres undefined)	-16%	-6%	7%	-5%	-14%	-2%	10%	-24%	-1%
O=S1(=O)[C@H]2C[C@H](CO)O[C@@]2(CO)CN1Cc1ccc(-c2ccc(F)cc2)cc1	-6%	3%	-56%[inhibitor]	1%	-4%	-1%	4%	-18%	-6%
O=C1c2cccc3cc([N+](=O)[O-])cc(c23)C(=O)N1CCN1CCCC1	34%[activator]	-13%	?	?	2.3µM*	?	-20%	4.5µM*	?
COc1ccc(NC(=O)c2ccccc2NC(=O)COc2ccccc2)cc1	-10%	7%	0%	3%	0%	-1%	16%	7%	-4%
CN1CCN(S(=O)(=O)c2ccc(N)cc2)CC1	0%	-1%	2%	13%	4%	4%	?	-6%	3%
CCC(=O)n1nc(-c2cccnc2)nc1NCc1cccs1	19%	-7%	-2%	3%	6%	27%	?	29%	12%
COc1cc(CN2CCCCC2)ccc1OCc1ccccc1	-3%	10%	1%	-5%	6%	6%	-11%[1.82 µM]	?	-6%
CCc1ccc(/C=C2\Oc3c(ccc(O)c3CN3CCN(CCO)CC3)C2=O)cc1	370%[activator]	-3%	18%	7%	11%	14%	-14%	7%	-2%

Remaining list, next part:
molecule	GLP1R cytotox	GLP-1R agonist	SW480 rerep	KB-V1 MDR tox	HT1080 IDH1KD tx	HT1080NT lethal	TDP-43 yeast inh	GLP-1R inv ag	KB-3-1 cytotox
Cc1ccc(S(=O)(=O)N2CCC(C(=O)NN3CCCCC3)CC2)cc1	1%	-1%	-6%	15%	1%	14%	5%	9%	0%
O=C1C=C(c2cc(C(F)(F)F)cc(C(F)(F)F)c2)C[C@@H](c2ccc3c(c2)OCO3)C1	0%	8%	-3%	-19%	5%	-1%	2%	?	-27%
CCc1nc(NCc2ccc3c(c2)OCO3)c2oc3ccccc3c2n1	2%	19%	3%	16µM*	-12%	-7%	11µM*	-3%	?
CCCCCC(=O)N1CCN(CCN=CC2=C(O)CC(c3ccc(OC)cc3)CC2=O)CC1 (centres undefined)	0%&-5%	0%&-2%	-3%&2%	15%&9%	-1%&19%	11%&23%	-34%&21%[inhibitor]	0%&1%	16%&0%
CCCCCCCC(=O)N1c2ccccc2NC(=O)C1CC(=O)Nc1ccc(C(=O)O)cc1 (centres undefined)	-15%	1%	20%	14%	-9%	-2%	-12%	-17%	19%
COc1cccc(-c2nc3n(n2)C(c2cccs2)C(C(=O)Nc2cccnc2)=C(C)N3)c1 (centres undefined)	-25%	-5%	2%	0%	1%	4%	5%	4%	14%
N#Cc1c(N2C(=O)Nc3ccccc3N2O)sc2c1CCCC2	12%[7.66 µM]	0%	-2%	-14%	-1%	3%	2%[9.22 µM]	2%[7.66 µM]	26%
Cc1ccc(-c2nnn(CC(=O)N(Cc3cccs3)C(C(=O)NC(C)(C)C)c3ccco3)n2)o1 (centres undefined)	-28%	0%	9%	-13%	4%	7%	6%	0%	-4%
CCN1CCN(C(c2cccs2)C(C)NS(=O)(=O)c2ccccc2)CC1 (centres undefined)	1%	7%	0%	-1%	0%	-6%	1%	-19%	-3%
Cc1ccc(SCC(=O)Nc2ccc(N3CCN(C)CC3)c(F)c2)c(C)c1	-24%	-6%	?	-24%	?	?	9%	?	7%
C=CCNC(=O)c1onc(CSc2ccncc2)c1C(=O)NCC=C	1%	3%	4%[9.22 µM]	-9%	-1%	-1%	-13%	17%	-7%
N#Cc1c(SCC(N)=O)nsc1SCc1ccccc1Cl	3%	?	1%	?	-25%	-17%	13%	-21%	-17%
CN(C)C(C)(C)C#CCC(c1ccccc1)c1ccccc1	?	1%	-4%	-4%	-7%	-2%	4%	?	-14%
Cn1c(=O)c2c(nc(NCc3ccco3)n2CC(O)COc2ccccc2)n(C)c1=O (centres undefined)	6%	1%	-8%	2.6µM*	-4%	1%	-7%	0%	?
CC(=O)c1cccc(-n2nnnc2SCC(=O)NNC(=O)C2CCCCC2)c1	-2%	5%	-1%	9%	-1%	5%	13%	0%	29%

The list goes on.
molecule	GLP1R cytotox	GLP-1R agonist	SW480 rerep	KB-V1 MDR tox	HT1080 IDH1KD tx	HT1080NT lethal	TDP-43 yeast inh	GLP-1R inv ag	KB-3-1 cytotox
O=c1[nH]c(CN(CCc2ccccc2)S(=O)(=O)c2ccc(Cl)cc2)nc2ccccc12	-4%	1%	?	3.3µM*	-18%	-6%	-8%	?	-13%
CSc1cccc(NC(=O)C2CC(=O)N(c3ccc4c(c3)OCCO4)C2)c1 (centres undefined)	7%	1%	·	?	-7%	-1%	-1%	-31%	-2%
COc1ccc(Br)cc1C(=O)Nc1cccc(-c2nnc(-c3ccco3)o2)c1	2%	10%	15%	-3%	24%	0%	-15%	6%	-13%
CCOC(=O)Cc1nnc(NC(=O)CSc2ncc(-c3ccccc3)nn2)s1	-4%	1%	4%	0%	27%	6%	-4%	5%	-1%
CCOC(=O)c1cc(C)nn1-c1nc(Cl)cc(OC)n1	-16%	1%	-3%	-13%	20%	9%	11%	12%	1%
CCN(CC)C(=O)c1[nH]cnc1C(=O)NCc1ccccc1	14%	-4%	0%	-5%	2%	2%	11%	15%	1%
O=C(c1cc(Cl)ccc1Cl)N1CCN(Cc2ccccc2)CC1	1%	-4%	5%	-25%	-2%	1%	17%	?	3%
CC(OC(=O)c1cccnc1Cl)C(=O)Nc1ccc(S(N)(=O)=O)cc1 (centres undefined)	12%	2%	-3%	8%	5%	5%	0%	1%	10%
Cc1nc(NC(=O)CCC(=O)O)sc1C(=O)N(C)C	1%	9%	0%	22%	13%	12%	-10%	2%	-4%
O=C1CCCC/C1=C/Nc1ccc(C(=O)O)cc1	7%	8%	-1%	-2%	4%	6%	-17%	1%	-2%
O=c1oc(-c2ccccc2)nc2ccsc12	2%	-13%	0%[9.22 µM]	-3%	-1%	2%	?	31%[activator]	4%
CN1CCN(C(=O)c2ccc(F)c(F)c2)CC1	8%	-6%	-4%	25%	8%	11%	-7%	13%	4%
O=C(Nc1nnc(C2CC2)s1)C1CCCCN1S(=O)(=O)c1ccccc1 (centres undefined)	5%[7.66 µM]	0%	0%	?	-24%	0%	12%	0%[7.66 µM]	-2%
O=C(O)CCSc1nnc(CNc2ccc(Cl)cc2)n1Cc1ccccc1	-3%	-2%	0.23µM*	24%	12%	9%	-2%	9%	2%
O=C(C[C@H]1C(=O)N(C2CCCCC2)C[C@@H]1Cc1ccccc1)Nc1ccccc1	1%	3%	11%	?	0%	-1%	13%	?	?

(next part)
molecule	GLP1R cytotox	GLP-1R agonist	SW480 rerep	KB-V1 MDR tox	HT1080 IDH1KD tx	HT1080NT lethal	TDP-43 yeast inh	GLP-1R inv ag	KB-3-1 cytotox
CC(=O)NCCC(=O)Nc1nc(-c2ccc3c(c2)OCCO3)cs1	1%	11%	-3%	13%	1%	0%	-11%	35%[activator]	5%
COC(=O)c1cnn(-c2ccccc2)c1N	4%	-4%	-5%	0%	4%	8%	27%	0%	-7%
CCOC(=O)Cn1c(C)cc(COC)c(C#N)c1=O	10%	0%	-7%	-31%	-1%	17%	7%	10%	0%
Nc1c(Cl)cc(-c2csc(N3CCCC3c3nc4cc(Cl)c(N5CCCCC5)cc4n3CCOCCO)n2)cc1Cl (centres undefined)	4%	6%	-2%	16%	5%	4%	?	?	-3%
COc1ccc(Oc2nccc(-c3ccc(F)cc3)c2C#N)cc1	0%	-2%	-3%	2%	-1%	3%	-4%	-3%	16%
O=c1c2ccsc2ncn1Cc1ccccc1F	20%	4%	0%	-7%	0%	-1%	21%	1%	-2%
COc1ccc(C(=O)COC(=O)c2ccccn2)cc1OC	2%	1%	-11%	-8%	1%	-2%	14%	18%	-7%
COc1ccc(OC)c(-c2csc(NC(=O)Cc3ccc(OC)c(OC)c3)n2)c1	-5%	26%	6%	?	-29%	?	3%	-3%	-19%
CCN(CC)C(=O)C(=O)c1cccn1-c1c(Cl)cccc1C#N	-10%	0%	6%	-6%	0%	-2%	-21%	12%	1%
N[C@@H](Cc1ccc(O)cc1)c1nnc([C@H](CO)NC(=O)C2CCNCC2)o1	-5%	-4%	?	16%	4%	1%	10%	5%	12%

GLP-1R inv ag: entries above that show a hit.
mol | GLP-1R agonist | SW480 rerep | GLP-1R inv ag
O=C1c2cccc3cc([N+](=O)[O-])cc(c23)C(=O)N1CCN1CCCC1 | -13% | ? | 4.5µM*

Two compounds picked at random from those above, as already listed:
molecule	GLP1R cytotox	GLP-1R agonist	SW480 rerep	KB-V1 MDR tox	HT1080 IDH1KD tx	HT1080NT lethal	TDP-43 yeast inh	GLP-1R inv ag	KB-3-1 cytotox
CCN(CC)C(=O)C(=O)c1cccn1-c1c(Cl)cccc1C#N	-10%	0%	6%	-6%	0%	-2%	-21%	12%	1%
Cc1onc(-c2ccccc2)c1CNS(=O)(=O)c1ccc(F)cc1F	17%	-8%	-17%	-26%	6%	5%	24%	-2%	-2%
